RGS4 inhibitor: inhibitors of human regulator of G protein signaling 4; P49798; Transcreener GDP fluorescence polarization, RGS4-accelerated GTP hydrolysis; Potency, µM (doses to about 114 µM), for inactives: top-dose activity change, negative = inhibition, actives largely listed as inhibitors; hit rate 0.039% among 390,000; further: on the % scale 0 is the no-effect control and ±100 the full control effect; nearly all actives have a fitted effect of over 75% in size; some results filed as inactive show a strong effect at the top dose
Target sequence (P49798 whole entry, looked up): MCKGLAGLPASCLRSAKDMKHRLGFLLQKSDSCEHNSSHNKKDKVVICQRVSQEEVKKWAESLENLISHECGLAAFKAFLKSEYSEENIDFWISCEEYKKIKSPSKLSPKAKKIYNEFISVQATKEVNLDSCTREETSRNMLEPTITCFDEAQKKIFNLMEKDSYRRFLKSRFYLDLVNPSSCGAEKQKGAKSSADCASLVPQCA
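MLSMR compounds (23 nl, pin-transferred) preincubated 10 min at room temperature with a 500nM (2x) first reagent, then RGS4 at 900nM (2x) plus Transcreener GDP mix added; fluorescence polarization (620/688 nm) read before and after 90 min at 30 °C.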
TrxR1 substrate: substrates of rat thioredoxin reductase 1; O89049; purified TrxR1 substrate turnover, NADPH consumption readout; Potency, µM (titrated, usually from 114 µM), for the others: at the top dose activity change, negative = substrate turnover; hit rate 0.01% among 390,000; AID 588456; further: on the % scale 0 is the no-effect control and ±100 the full control effect; nearly all actives have a fitted effect of over 50% in size
Target sequence (O89049 whole entry, looked up): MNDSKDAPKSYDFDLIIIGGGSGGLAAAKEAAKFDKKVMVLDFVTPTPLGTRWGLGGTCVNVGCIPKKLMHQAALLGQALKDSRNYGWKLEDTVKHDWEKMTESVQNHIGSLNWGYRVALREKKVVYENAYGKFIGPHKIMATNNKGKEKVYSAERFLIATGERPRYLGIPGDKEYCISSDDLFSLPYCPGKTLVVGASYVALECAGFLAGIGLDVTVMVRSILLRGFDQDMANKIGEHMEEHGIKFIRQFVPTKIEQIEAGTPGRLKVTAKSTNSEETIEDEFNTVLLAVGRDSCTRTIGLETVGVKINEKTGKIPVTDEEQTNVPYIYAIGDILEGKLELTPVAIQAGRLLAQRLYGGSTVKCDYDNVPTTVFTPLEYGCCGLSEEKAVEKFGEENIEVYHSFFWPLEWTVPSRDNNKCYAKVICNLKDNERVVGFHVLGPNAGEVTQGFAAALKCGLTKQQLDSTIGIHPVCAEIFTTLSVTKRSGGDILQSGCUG
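Rat TrxR1, dispensed at 90 nM, was prereduced with 400 uM NADPH (final) for 5 min at ~22 deg C, then incubated with compound 15 min before 400 uM selenite. A first-read NADPH fluorescence drop versus no-compound background flagged substrates.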
Vif-A3F inh: inhibitors of Vif-A3F interaction. HeLa A3F-eYFP + Vif (tagged APOBEC3F with the HIV-1 protein that degrades it), YFP fluorescence increase. Potency, µM (titrated, usually from 46.1 µM), without a hit: at the top dose activity, negative = active. hit rate 0.2% among 390,000. AID 602313; further: % of control where 0% means no effect; nearly all actives have a fitted effect of over 65% in size
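HeLa cells stably expressing Vif plus C-terminally eYFP-tagged A3F were seeded, incubated overnight at 37 deg C, dosed with compound, incubated overnight again at 37 deg C. Yellow fluorescence (Ex 488/Em 500-530) reported blocked Vif-mediated A3F-eYFP degradation.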
USP1 inh: blocks the human USP1/UAF1 deubiquitinase complex. AID 743255. Potency, µM (highest dose often 57.1 µM), for the others: at the highest dose activity change, negative = inhibition, actives largely listed as inhibitors. recombinant USP1/UAF1, Ub-Rhodamine cleavage fluorescence. O94782. hit rate 0.23% among 390,000; further: on the % scale 0 is the no-effect control and ±100 the full control effect; nearly all actives have a fitted effect of over 60% in size; inactives centre near -12
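High-throughput fluorogenic screen: 1nM USP1/UAF1 complex, Ub-Rho substrate 150nM final, 50mM HEPES pH 7.8 with 0.5mM EDTA, 0.1 mg/ml BSA, 1mM TCEP and 0.01% Tween-20.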
Vif-A3G inh: inhibitors of Vif-APOBEC3G interaction | Q9HC16 | hit rate 0.076% among 410,000 | Potency, µM (top dose mostly 46.1 µM), inactives show at the top dose activity, negative = active, most hits filed as inhibitors | HeLa A3G-eYFP + Vif (tagged APOBEC3G with the HIV-1 protein that degrades it), YFP fluorescence, overnight;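 further: on the % scale 0 is the no-effect control and ±100 the full control effect; nearly all actives have a fitted effect of over 60% in size; hits raise eYFP signal because A3G escapes Vif-driven loss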
Target sequence (Q9HC16 whole entry, looked up): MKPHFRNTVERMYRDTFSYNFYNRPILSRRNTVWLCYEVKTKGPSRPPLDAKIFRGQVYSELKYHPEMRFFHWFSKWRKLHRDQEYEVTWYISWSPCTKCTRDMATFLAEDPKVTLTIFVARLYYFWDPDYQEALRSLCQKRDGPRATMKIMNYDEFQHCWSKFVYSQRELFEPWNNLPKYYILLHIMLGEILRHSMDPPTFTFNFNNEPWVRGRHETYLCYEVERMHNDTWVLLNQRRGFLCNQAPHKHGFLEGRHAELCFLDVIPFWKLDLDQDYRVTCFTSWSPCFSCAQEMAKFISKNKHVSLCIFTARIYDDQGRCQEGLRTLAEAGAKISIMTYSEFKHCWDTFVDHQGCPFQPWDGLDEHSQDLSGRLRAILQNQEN
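HeLa cells stably expressing Vif and C-terminally eYFP-tagged A3G, seeded overnight at 37 deg C, then exposed to compound by pintool overnight at 37 deg C. Rise in yellow fluorescence (Ex 488/Em 500-530, Acumen) marks blocked Vif-driven A3G degradation.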
RXFP1 agonist: activates the human relaxin receptor RXFP1. Q9HBX9. HEK293T-RXFP1 cAMP TR-FRET, 30 min; response scale: percent of porcine relaxin response, buffer zero. Potency, µM (titrated, usually from 57.5 µM), inactives show top-dose activation, usual class: activators. AID 2676. hit rate 0.3% among 370,000; further: on the % scale 0 is the no-effect control and ±100 the full control effect; nearly all actives have a fitted effect of over 60% in size; many of its hits are not listed in these tables
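HEK293T cells stably expressing RXFP1 were pretreated with the PDE4 inhibitor Ro 20174, exposed to compounds for 30 min at 37C, lysed, and cAMP was read by TR-FRET. Data normalized to buffer (basal) and 29 nM porcine relaxin (100%).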
12-LOX inh: inhibitors of human 12S-lipoxygenase ALOX12. purified 12hLO, xylenol orange hydroperoxide absorbance. Potency, µM (top dose mostly 108 µM), for the others: at the highest dose activity change, negative = inhibition, usual class: inhibitors. hit rate 1.1% among 580,000. AID 1671190; further: on the % scale 0 is the no-effect control and ±100 the full control effect
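Hydroperoxide product was detected by ferrous iron/xylenol orange as the 573 to 405 nm absorbance ratio. Arachidonic acid at 40 uM (final) was turned over for 30 min at room temperature by 150 nM human 12hLO, pH 7.0 Hepes buffer, after 15 min compound preincubation.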
IDH1 R132H inh: human IDH1 R132H inhibition; IDH1-R132H enzyme, NADPH consumption, diaphorase/resazurin fluorescence; hit rate 0.093% among 390,000; Potency, µM (top dose mostly 76.6 µM), for the others: at the top dose activity change, negative = inhibition, actives largely listed as inhibitors; O75874; further: on the % scale 0 is the no-effect control and ±100 the full control effect; nearly all actives have a fitted effect of over 65% in size
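IDH1-R132H (0.5 ug/mL dispensed) in pH 7.5 Tris buffer was preincubated 30 min with compound, then given a substrate mix of 0.016 mM NADPH and 2 mM alpha-KG for 80 min at room temperature; remaining NADPH was read by diaphorase/resazurin fluorescence.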
rTrxR1 inhibitor: inhibitors of rat thioredoxin reductase 1; O89049; recombinant rTrxR1, NADPH fluorescence consumption, selenite substrate; Potency, µM (highest dose often 114 µM), for inactives: at the highest dose activity change, negative = inhibition, hits mostly inhibitors; hit rate 1% among 390,000; further: on the % scale 0 is the no-effect control and ±100 the full control effect; nearly all actives have a fitted effect of over 65% in size
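Rat TrxR1 (90 nM in the dispensed reagent) was pre-reduced with 400 uM NADPH for 5 min at room temperature, then incubated with compound for 15 min. After 400 uM selenite was added, NADPH fluorescence (Ex 340/Em 450 nm) was followed for 8 min.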
The depositor's hits bear a star; u = inconclusive; x = not tested or not shown; & = joins results of further samples; [ ] = remark or other dose. The call rests on the fitted dose curve; in most records, active means well fitted curve in the direction sought with a large enough effect; inconclusive means small, poorly fitted or top-dose-only effect, or another doubt; inactive means no such curve, though single readings can be large; an effect the other way counts as inactive or inconclusive. Potency means the concentration at half of the fitted maximal effect.

Compound | RGS4 inhibitor | TrxR1 substrate | Vif-A3F inh | USP1 inh | Vif-A3G inh | RXFP1 agonist | 12-LOX inh | IDH1 R132H inh | rTrxR1 inhibitor
CC[N+]1(CC)CC2CCC(C)(C1)C2(C)C (configuration not stated) | -4% | 1% | -12% | -1% | 2% | 3.2% | 45µM* | 4% | 21%
CCOc1ccc(N2C(=O)CC(S/C(N)=N/N=C/c3cccs3)C2=O)cc1 (configuration not stated) | -3% | -10% | 1% | 8% | -3% | 4.4% | 0% | 2% | -13%
O=C(/C=C/c1ccco1)NC1CCCC1 | -11% | 12%[57.1 µM] | -10% | -9% | -1% | 1.1% | -8% | 2% | -77%
CCCCn1c(=O)[nH]c(=O)c2c(C(=O)OCC)cc(-c3ccc(OC(F)F)cc3)nc21 | -16% | 61%[activator] | 0% | -12% | -3% | 29% | 0% | 1% | 25%[57.1 µM]
Cc1cccc(NCCC#N)c1 | -28% | -9% | -3% | -22% | 0% | -0.8% | 21% | 8% | -21%
COc1ccc(NC(=O)Nc2cccc3c2O[C@H](CN(C)S(=O)(=O)c2ccc(OC)cc2)[C@@H](C)CN([C@H](C)CO)C3=O)cc1 | 4% | 1% | 4% | -25% | 3% | x | 21% | -1% | 17%
CCOC(=O)C1C(=O)OC2(CCCCC2)C1C(=O)OCC (configuration not stated) | 26% | 11% | -9% | u | -7% | -0.8% | 19% | 3% | 9%
NC(=S)N/N=C/c1cc([N+](=O)[O-])ccc1Cl | -13% | -1% | -7% | -8% | -1% | 0.6% | -2% | 10% | 14%
Cc1noc(C)c1S(=O)(=O)N(C)C[C@H]1Oc2c(NC(=O)C3CCCCC3)cccc2C(=O)N([C@H](C)CO)C[C@@H]1C | -11% | 0% | -5% | -30% | -8% | x | 23% | -1%[38.3 µM] | 3%
COc1cc2c(cc1OC)CN(C(=O)c1cc(COc3ccccc3SC)on1)CC2 | x | x | -6% | -20% | -11% | x | 1% | 12% | x
CS(=O)(=O)N(CC(=O)N1CCN(Cc2ccccc2)CC1)c1ccccc1F | -2%[56.9 µM] | -2% | u | -7% | 1% | -0.9% | 0% | -1% | -10%
Cc1cccc(N(CC(=O)N2CCCC2)S(=O)(=O)c2ccccc2)c1C | 22% | 6% | -13% | -12% | 0% | 2.5% | 11% | 0% | 19%
CCOC(=O)c1ccc(NC(=O)COc2cc3oc(=O)c(CC(C)O)c(C)c3cc2Cl)cc1 (configuration not stated) | 8%[56.9 µM] | 2% | 0% | -10% | -8% | -1.6% | 0% | -10% | 6%
CN(C)S(=O)(=O)c1ccc(C(=O)NC(=O)CSc2nnnn2C)cc1 | -7% | 8%[57.1 µM] | -5% | -21% | -1% | x | 1% | 5% | 6%[57.1 µM]
Cc1cccc2cc(CN(CCN(C)C)C(=S)NCc3ccco3)c(=O)[nH]c12 | -17% | -2% | 4% | -19% | 0% | 0.3% | -5% | 4% | -19%
CC(=O)NNC(=O)CC(=O)Nc1nc(C23CC4CC(CC(C4)C2)C3)cs1 | -6% | 5%[57.1 µM] | 2% | -21% | -2% | 1.4% | 1% | 2% | 8%[57.1 µM]
COc1ccc2oc(CS(=O)c3ccccc3)c(C(=O)O)c2c1 (configuration not stated) | -14% | -1% | 1% | -9% | 3% | 1.0% | 7% | 1% | 21%
CCCc1ccc(C(=O)NC(=O)c2ccccc2O)cc1 | -14% | -1% | -1% | -12% | -5% | 1.8% | 148%[activator] | -1% | 19%
CCOC(=O)C(C)On1c(-c2ccccc2)nc2ccc([N+](=O)[O-])cc21 (configuration not stated) | -4% | -20% | x | -8% | 0% | -2.3% | u | 7% | -21%
O=C(CSc1nnc(-c2cccc(F)c2)o1)N1CCOCC1 | 28% | 8% | -15% | -23% | -4% | -1.3% | -3% | 5% | 30%
COc1ccccc1NC(=O)CSCc1cc(=O)n2c(C)csc2n1 | -16%[56.9 µM] | -4% | -9% | -11% | -1% | 0.5% | 6% | 5% | -10%
Cc1ccc(NS(=O)(=O)c2cccc(C(=O)O)c2)c(C)c1 | -5% | 13% | -2% | -12% | 2% | -0.5% | -2% | 0% | 20%
COc1ccc(NS(=O)(=O)c2ccc3c(c2)NC(=O)CCS3)cc1Cl | -3% | 2% | -13% | -20% | -17% | -1.2% | -18% | 1% | 15%
Cc1ccc(CNc2nc(Cl)c(C#N)s2)cc1 | 3% | 0% | 0% | -23% | 0% | 3.5% | 0% | 0% | 25%
C=CCNC(=O)CN1CCC(n2c(C)nc3cc(C(F)(F)F)ccc32)CC1 | 20% | 0%[57.1 µM] | 0% | 0% | -3% | -1.2% | -6% | 19% | -4%[57.1 µM]
CN(C)/C=N/c1cc(=O)n(C)c(=O)n1Cc1ccccc1 | -3% | -4% | -5% | -11% | 6% | 0.3% | -15% | 3% | 13%
COc1ccccc1N1CCN(C2CCCN(C(=O)C3=NN(C)C(=O)CC3)C2)CC1 (configuration not stated) | 5%[11.4 µM] | 5% | 1% | -6% | -1% | -1.9% | -3% | 1% | 7%
COc1ccc2[nH]cc(S(=O)(=O)c3ccc(C)cc3)c2c1 | 3% | -1% | 7% | -12% | -8% | -0.2% | u | 12% | 21%
CC(CN1CCCCC1)NC(=O)c1cc(-c2ccccn2)nc2ccc(Cl)cc12 (configuration not stated) | -7% | 9%[57.1 µM] | -4% | -20% | 0% | -0.3% | 3% | 3% | 8%[57.1 µM]
O=C(Cc1ccc2c(c1)OCCO2)N1CCN(S(=O)(=O)c2cccc(Cl)c2Cl)CC1 | 1% | -7% | 3% | -18% | -2% | 2.7% | -2% | 2% | -2%

The final two compounds of the part above open the next one:
Compound | RGS4 inhibitor | TrxR1 substrate | Vif-A3F inh | USP1 inh | Vif-A3G inh | RXFP1 agonist | 12-LOX inh | IDH1 R132H inh | rTrxR1 inhibitor
CC(CN1CCCCC1)NC(=O)c1cc(-c2ccccn2)nc2ccc(Cl)cc12 (configuration not stated) | -7% | 9%[57.1 µM] | -4% | -20% | 0% | -0.3% | 3% | 3% | 8%[57.1 µM]
O=C(Cc1ccc2c(c1)OCCO2)N1CCN(S(=O)(=O)c2cccc(Cl)c2Cl)CC1 | 1% | -7% | 3% | -18% | -2% | 2.7% | -2% | 2% | -2%
Cc1ccc(C(=O)NCC(=O)OC2CCCCC2=O)cc1C (configuration not stated) | 33% | 13%[57.1 µM] | 8% | -15% | -1% | x | -13% | 0% | 2%[11.4 µM]
COc1cccc(CNC(=O)Cn2ncn3nc(-c4cccs4)cc3c2=O)c1OC | 9% | 9% | 3% | -4% | 2% | -0.4% | 4% | 2% | 13%
CCc1cc(=O)oc2c(C)c(OCC(=O)N3CC[C@@]4(O)CCCC[C@H]4C3)ccc12 | 5% | 88%[activator] | 5% | -12% | -2% | 4.6% | -6% | -8% | 0%
O=[N+]([O-])c1ccc(N2CCN(c3ccc([N+](=O)[O-])cc3CO)CC2)c(CO)c1 | -13% | 0% | 2% | -16% | -4% | 1.2% | 0% | 2% | 8%
CCOc1ccc(NC(=O)Cn2cc(C(=O)c3ccccc3)c(=O)c3cc4c(cc32)OCO4)cc1 | 14% | -11% | u | -7% | 3% | 7.6% | -3% | 23% | -1%
COc1ccc(/C=N/c2c(-c3ccc(OC)cc3)nc3n2CCS3)cc1 | -52% | -2% | -9% | -21% | -2% | -4.4% | u | 6% | -7%
Cc1ccccc1-c1nsc(SCC(=O)Nc2ccc3c(c2)OCO3)n1 | -34% | 6% | 0% | -15% | -29% | 1.7% | -7% | 0% | 12%
COc1ccc(C(=O)NC2CC2)cc1OC1CCN(C/C=C/c2ccccc2)CC1 | -6% | 6% | -3% | -4% | 1% | 3.0% | x | -1% | 0%
CCC(C)NC(=O)c1ccc(-n2c(=S)[nH]c3ccccc3c2=O)cc1 (configuration not stated) | 1% | -7% | 5% | 2% | 0% | 3.8% | 39%[activator] | 3% | -11%[57.1 µM]
COc1ccc(-c2cc(-c3ccccc3)nc(Cl)n2)cc1OC | 11% | 101%[activator] | -2% | 2% | 2% | 12% | -28% | -15% | 167%
OCCNCC12CC3CC(CC(C3)C1)C2 | 13% | -5% | 1% | -11% | 1% | 0.9% | 27% | 5% | 22%[57.1 µM]
Cc1cc(-c2cc(C(=O)NCc3ccccc3)on2)nc(NCC2CC2)n1 | -2% | 5%[57.1 µM] | 7% | -6% | -7% | 0.0% | -20% | -9% | 4%[57.1 µM]
COc1ccc(Cl)cc1-c1nc(SCC(=O)NC(C)(C)C)n[nH]1 | 3% | 17%[57.1 µM] | 1% | -5% | 2% | -1.6% | -5%&60% | 13% | 32%[57.1 µM]
COc1ccc2c(c1OC)C(=O)N1C2SC[C@H]1C(=O)NC1CCCC1 (some centres not stated) | -18% | 14% | 11% | -6% | 0% | -1.6% | 10% | 11% | 50%
C=CCNC(=O)NS(=O)(=O)c1ccc(C)cc1 | 25% | -7%[57.1 µM] | -7% | 0% | 1% | -0.3% | -78% | -4% | 2%
COC(=O)C1=C(C)NC(C)=C(C(=O)OC)C1C(=O)OCC(=O)c1ccc(Br)cc1 | 2% | -6% | -11% | -12% | -9% | 0.3% | -30% | 9% | -6%
O=C(COc1ccccc1)Nc1c2c(nn1-c1ccccc1)CS(=O)C2 (configuration not stated) | 9% | -3% | 5% | -10% | 2% | -0.1% | -1% | 1% | -31%

From PubChem BioAssay

The list is partial; count on the stated rates, not on these rows.
